Source: PubChem (several laboratories)
CAL PDZ FP-1 – untagged CAL PDZ binding inhibitors, primary screen, biochemical, fluorescence polarization, HTS; inhibition, % at 24.9 µM; Golgi-associated PDZ and coiled-coil motif-containing protein (Homo sapiens), Q9HD26; purified CAL PDZ, TMR-peptide fluorescence polarization, 1 h; AID 602252, 2012; actives 0.92% (n = 300,000);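 active = mean inhibition of at least 30% with at least half of replicates also reaching 30%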;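 also: 0% = DMSO neutral control and 100% = excess unlabeled competitor peptide PRC23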
C-LANA FP – inhibitors of KSHV C-LANA binding to DNA, primary screen, biochemical, fluorescence polarization, FAM-LBS DNA, MBP-C-LANA, single point. Kaposi's sarcoma herpesvirus LANA C-terminal domain (residues 932-1162) DNA binding. inhibition, % at 9 µM. actives 0.078% (n = 340,000);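 active = highest replicate inhibition at or above 60% at 9 µM, even if other replicates fall short; inactive = all replicates below 60% inhibition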;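 also: 0% = neutral control wells and 100% = 4 µM acridine orange control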
Keap1-Nrf2 PPI – Keap1-Nrf2 protein-protein interaction inhibitors, primary screen, biochemical, fluorescence polarization, single point | inhibition, % at 9.4 µM | actives 0.15% (n = 340,000) | Keap1 Kelch-Nrf2 peptide fluorescence polarization, 1536-well | Kelch-like ECH-associated protein 1 (Homo sapiens), Q14145; in the data active = inhibition above about 12%;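 also: human Keap1 Kelch domain with fluorescein labeled Nrf2 9mer peptide probe; 0% = neutral control wells and 100% = peptide positive control; higher means more block of Keap1 binding to Nrf2 peptide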
CAL PDZ FP-2 – CAL PDZ peptide-binding inhibitors, primary screen, biochemical, fluorescence polarization, Cer-tagged CAL PDZ, HTS. purified CAL PDZ, TMR-peptide fluorescence polarization, 1 h. AID 504414, 2011. Golgi-associated PDZ and coiled-coil motif-containing protein (Homo sapiens), Q9HD26. inhibition, % at 20 µM. actives 0.02% (n = 330,000);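 active = highest replicate inhibition of at least 40%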;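 also: plate controls were DMSO neutral control wells for no effect and unlabeled competitor peptide control wells for full effect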
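System: tagged CAL PDZ domain. Schedule: 1 h room-temperature incubation prior to read. Signal: fluorescence polarization (mP). Measure: percent inhibition from loss of millipolarization.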
Pemphigus Ab inh – inhibitors of pemphigus antibody binding to DSG3, primary screen, biochemical, bead-based, flow cytometry, scFv-GFP. Desmoglein-3 (Homo sapiens), P32926. actives 0.48% (n = 310,000). DSG3-coupled beads, scFv-anti-DSG3-GFP binding; stronger effect = lower value. binding (percent of control), % at 10 µM;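 active = binding more than 3 SD below its plate's average and above zero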;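 also: hits lower antibody fragment binding to DSG3; some compounds called inactive have numbers as strong as hits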
DAGLB inh – DAGLB lipase inhibitors, primary screen, biochemical, fluorescence, HTS; actives 0.059% (n = 340,000); Diacylglycerol lipase-beta (Homo sapiens), Q8NCG7; HEK293T DAGLB membrane lysate, EnzChek fluorogenic substrate; inhibition, % at 5.17 µM; in the data active = inhibition above about 34%;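 also: 0% = enzyme with vehicle and 100% = wells lacking enzyme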
Target sequence (Q8NCG7 whole entry, looked up): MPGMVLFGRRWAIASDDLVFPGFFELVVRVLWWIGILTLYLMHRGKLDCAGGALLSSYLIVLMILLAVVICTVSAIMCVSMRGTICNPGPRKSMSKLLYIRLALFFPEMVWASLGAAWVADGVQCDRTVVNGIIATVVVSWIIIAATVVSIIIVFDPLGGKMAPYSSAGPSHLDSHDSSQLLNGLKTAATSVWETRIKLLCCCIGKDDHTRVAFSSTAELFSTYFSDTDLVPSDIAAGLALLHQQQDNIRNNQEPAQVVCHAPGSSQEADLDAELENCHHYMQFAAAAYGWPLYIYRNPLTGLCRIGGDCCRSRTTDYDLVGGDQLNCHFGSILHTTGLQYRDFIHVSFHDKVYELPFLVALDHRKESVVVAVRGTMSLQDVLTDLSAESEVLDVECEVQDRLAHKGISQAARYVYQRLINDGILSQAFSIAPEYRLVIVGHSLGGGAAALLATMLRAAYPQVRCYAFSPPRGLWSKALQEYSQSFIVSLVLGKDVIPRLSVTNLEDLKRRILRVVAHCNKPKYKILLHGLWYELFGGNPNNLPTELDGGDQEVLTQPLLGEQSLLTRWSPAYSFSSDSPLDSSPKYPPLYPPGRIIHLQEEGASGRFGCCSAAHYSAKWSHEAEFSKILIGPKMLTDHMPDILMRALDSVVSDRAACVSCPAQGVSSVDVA
NSD2 HMT inh – NSD2 histone methyltransferase inhibitors, primary screen, biochemical, AlphaScreen, single concentration, set 2 | NSD2 peptide methylation, 120 min | actives 0.54% (n = 310,000) | inhibition, % at 12.5 µM | AID 743445, 2014 | Histone-lysine N-methyltransferase NSD2 (Homo sapiens), O96028; in the data active = inhibition above about 50%
V-ATPase pH – regulators of yeast V-ATPase proton pumping, primary screen, pHLuorin cytosolic pH fluorescence; S. cerevisiae; response, % at 10 µM; actives 0.37% (n = 350,000); AID 504577, 2011; in the data active = response mostly above about 7.3%, no sharp cut-off; inactive = mostly below about 5.4%; also: actives read high; inactives centre near 0; some compounds called inactive have numbers as strong as hits; reference of the scale not given here
Arrestin-AP2 inh – inhibitors of beta-arrestin/AP2 binding, primary screen, biochemical, GPCR trafficking, flow cytometry; beta-arrestin 1 C-terminal peptide binding to AP2 beta2-adaptin appendage (human); FITC-arrestin peptide / GST-AP2 beads; AP2 beta2 appendage carries R879A mutation; inhibition, % at 10 µM; actives 0.31% (n = 340,000);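 active = inhibition above a set limit, near 3 SD of compounds lacking own fluorescence, cut at about 54% in these data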;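 also: plate controls were DMSO wells for no effect and 5 µM unlabelled arrestin peptide for full effect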
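test system = AP2 appendage R879A on GSH beads | buffer or medium = PBS plus Tween 20 (0.05%) and BSA (0.1%) | incubation = 12 min plus 1 h, RT | detection = bead flow cytometry, FITC channel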
RTF Ca sens inh – cardiac RTF calcium sensitivity inhibitors, primary screen, biochemical, IANBD-TnC fluorescence, EC70 calcium; Troponin I, cardiac muscle (Homo sapiens) + Troponin T, cardiac muscle (Homo sapiens) + …; IANBD-labeled cardiac RTF, Ca2+ fluorescence; inhibition, % at 7.15 µM; actives 0.12% (n = 340,000); AID 493244, 2011;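 active = inhibition above the mean inhibition of all tested compounds plus 3 SD, cut at about 17% in these data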;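 also: assay run at fixed EC70 calcium of 1.6 mM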
* hit, by the source's call. This is a subset, so the mix of outcomes need not match the whole.

What do the screens show for `O=C(NC1CCCCC1)C(c1ccccn1)N(C(=O)c1csnn1)c1ccccc1F` (configuration not stated)?
CAL PDZ FP-1: -4; C-LANA FP: 0.1; Keap1-Nrf2 PPI: -2; CAL PDZ FP-2: -2.8; Pemphigus Ab inh: 94; DAGLB inh: -1; NSD2 HMT inh: -1; V-ATPase pH: 6; Arrestin-AP2 inh: -1; RTF Ca sens inh: -19

How did Cc1occc1C(=O)NCCc1ccc(Cl)cc1 do in these assays?
CAL PDZ FP-1: -1; C-LANA FP: 0.0; Keap1-Nrf2 PPI: -2; CAL PDZ FP-2: -1.3; Pemphigus Ab inh: 100; DAGLB inh: -1; NSD2 HMT inh: 6; V-ATPase pH: 0; Arrestin-AP2 inh: -10; RTF Ca sens inh: -3

How did CN(c1ccccc1)S(=O)(=O)c1ccc(NC(=S)NC(=O)c2ccccc2)cc1 do in these assays?
CAL PDZ FP-1: -1; C-LANA FP: 0.3; Keap1-Nrf2 PPI: -4; CAL PDZ FP-2: -1.1; DAGLB inh: -7; NSD2 HMT inh: -2; V-ATPase pH: -1; Arrestin-AP2 inh: 6; RTF Ca sens inh: -4

What do the screens show for `CCCOc1ccc(C2=CSC3=NCCN23)cc1`?
CAL PDZ FP-1: 11; C-LANA FP: -3.0; Keap1-Nrf2 PPI: 2; CAL PDZ FP-2: -0.4; Pemphigus Ab inh: 107; DAGLB inh: -2; NSD2 HMT inh: 14; V-ATPase pH: 0; Arrestin-AP2 inh: -7; RTF Ca sens inh: -8

How did CC(=O)Nc1ccc(NC(=O)CSc2nnc(-c3ccco3)n2Cc2ccco2)cc1 do in these assays?
CAL PDZ FP-1: -11; C-LANA FP: 0.2; Keap1-Nrf2 PPI: 1; CAL PDZ FP-2: -0.2; Pemphigus Ab inh: 99; DAGLB inh: -1; V-ATPase pH: -2; Arrestin-AP2 inh: 10; RTF Ca sens inh: 0

Results for O=C(NCc1ccc(Cl)cc1)c1ccc(NC(=O)C2CCCO2)cc1 (configuration not stated) ?
CAL PDZ FP-1: -8; C-LANA FP: 1.0; Keap1-Nrf2 PPI: -4; CAL PDZ FP-2: -0.1; DAGLB inh: 0; NSD2 HMT inh: 21; V-ATPase pH: -1; Arrestin-AP2 inh: 1; RTF Ca sens inh: -3

Results for COc1ccc(N2CCN(c3ccc(NC(=O)/C=C\C(=O)O)cc3)CC2)cc1 ?
CAL PDZ FP-1: -3; C-LANA FP: 1.0; Keap1-Nrf2 PPI: -2; Pemphigus Ab inh: 94; DAGLB inh: 19; NSD2 HMT inh: 6; V-ATPase pH: 1; Arrestin-AP2 inh: 14; RTF Ca sens inh: 4

Results for COc1ccc(CNC(=O)COC(=O)c2ccc(F)c(S(=O)(=O)N3CCOCC3)c2)cc1 ?
CAL PDZ FP-1: 0; C-LANA FP: 2.8; Keap1-Nrf2 PPI: -1; CAL PDZ FP-2: -1.3; Pemphigus Ab inh: 92; DAGLB inh: -5; NSD2 HMT inh: 4; V-ATPase pH: -4; Arrestin-AP2 inh: 20; RTF Ca sens inh: -6

How did O=C(COC(=O)c1n[nH]c(=O)c2ccccc12)Nc1ccccc1 do in these assays?
C-LANA FP: -1.0; Keap1-Nrf2 PPI: -3; CAL PDZ FP-2: -0.6; Pemphigus Ab inh: 96; DAGLB inh: 1; NSD2 HMT inh: -2; V-ATPase pH: 0; Arrestin-AP2 inh: -6; RTF Ca sens inh: -3

What do the screens show for `CCCOc1ccc(N2C(=O)CC(N(O)c3ccccc3)C2=O)cc1` (configuration not stated)?
CAL PDZ FP-1: 1; C-LANA FP: 1.1; Keap1-Nrf2 PPI: 0; CAL PDZ FP-2: -1.2; Pemphigus Ab inh: 101; DAGLB inh: -7; NSD2 HMT inh: -3; V-ATPase pH: -1; Arrestin-AP2 inh: 35; RTF Ca sens inh: 4

How did Cc1cccc(NC(=O)CC2C(=O)NC3CCCCC3N2C(=O)c2ccccc2Cl)c1 (configuration not stated) do in these assays?
CAL PDZ FP-1: 1; C-LANA FP: 1.2; Keap1-Nrf2 PPI: -4; CAL PDZ FP-2: -3.7; Pemphigus Ab inh: 89*; DAGLB inh: 3; NSD2 HMT inh: -1; V-ATPase pH: 1; Arrestin-AP2 inh: 36; RTF Ca sens inh: -8

What do the screens show for `O=C(NCCCN1CCOCC1)C1CCN(S(=O)(=O)c2c(Cl)cccc2Cl)CC1`?
CAL PDZ FP-1: -2; C-LANA FP: 1.4; Keap1-Nrf2 PPI: 3; CAL PDZ FP-2: -0.1; Pemphigus Ab inh: 103; DAGLB inh: 3; NSD2 HMT inh: -1; V-ATPase pH: 0; Arrestin-AP2 inh: 35; RTF Ca sens inh: -12

Next part (2 carried over from the part before).
How did Cc1cccc(NC(=O)CC2C(=O)NC3CCCCC3N2C(=O)c2ccccc2Cl)c1 (configuration not stated) do in these assays?
CAL PDZ FP-1: 1; C-LANA FP: 1.2; Keap1-Nrf2 PPI: -4; CAL PDZ FP-2: -3.7; Pemphigus Ab inh: 89*; DAGLB inh: 3; NSD2 HMT inh: -1; V-ATPase pH: 1; Arrestin-AP2 inh: 36; RTF Ca sens inh: -8

What do the screens show for `O=C(NCCCN1CCOCC1)C1CCN(S(=O)(=O)c2c(Cl)cccc2Cl)CC1`?
CAL PDZ FP-1: -2; C-LANA FP: 1.4; Keap1-Nrf2 PPI: 3; CAL PDZ FP-2: -0.1; Pemphigus Ab inh: 103; DAGLB inh: 3; NSD2 HMT inh: -1; V-ATPase pH: 0; Arrestin-AP2 inh: 35; RTF Ca sens inh: -12

Results for Cn1cc(S(=O)(=O)NC2CCCCCC2)c(=O)n(C)c1=O ?
CAL PDZ FP-1: -5; C-LANA FP: 0.3; Keap1-Nrf2 PPI: -3; CAL PDZ FP-2: 0.1; Pemphigus Ab inh: 103; DAGLB inh: -2; NSD2 HMT inh: -2; V-ATPase pH: -5; Arrestin-AP2 inh: 21; RTF Ca sens inh: -3

Results for CCN(C(=O)c1ccc(S(=O)(=O)N2CCCCC2)cc1)C1CCS(=O)(=O)C1 (configuration not stated) ?
CAL PDZ FP-1: -3; C-LANA FP: 1.2; Keap1-Nrf2 PPI: -2; CAL PDZ FP-2: -2.1; Pemphigus Ab inh: 90; DAGLB inh: 1; V-ATPase pH: 5; Arrestin-AP2 inh: 19; RTF Ca sens inh: -5

Results for CCN(CC)P(=O)(Nc1ccccc1Br)c1ccc(N(C)C)cc1NC(=O)c1ccco1 (configuration not stated) ?
CAL PDZ FP-1: -6; C-LANA FP: -0.6; Keap1-Nrf2 PPI: 1; CAL PDZ FP-2: -2.8; Pemphigus Ab inh: 101; DAGLB inh: -2; NSD2 HMT inh: 47; V-ATPase pH: -6; Arrestin-AP2 inh: -9; RTF Ca sens inh: 4

What do the screens show for `CCCOc1ccc(C(=O)NC(C)C(=O)O)cc1` (configuration not stated)?
C-LANA FP: 0.0; Keap1-Nrf2 PPI: -1; CAL PDZ FP-2: -3.9; Pemphigus Ab inh: 96; DAGLB inh: -3; NSD2 HMT inh: 3; V-ATPase pH: -1; Arrestin-AP2 inh: -1; RTF Ca sens inh: -3

Results for CCc1cc(=O)oc2cc(C)cc(OC(C)C(=O)NCCCN3CCOCC3)c12 (configuration not stated) ?
CAL PDZ FP-1: -3; C-LANA FP: 1.3; Keap1-Nrf2 PPI: 6; CAL PDZ FP-2: 0.2; DAGLB inh: 1; NSD2 HMT inh: -9; V-ATPase pH: 5; Arrestin-AP2 inh: 51; RTF Ca sens inh: -6

What do the screens show for `C1CCC(NC2=NCCO2)CC1`?
Pemphigus Ab inh: 103; DAGLB inh: -4; NSD2 HMT inh: -4; V-ATPase pH: 3

Results for Cc1ccc(NC(CC(=O)c2ccccc2)c2ccc(F)cc2)cc1 (configuration not stated) ?
CAL PDZ FP-1: -3; C-LANA FP: 0.1; Keap1-Nrf2 PPI: 0; Pemphigus Ab inh: 92; DAGLB inh: -4; NSD2 HMT inh: 2; V-ATPase pH: -6; Arrestin-AP2 inh: 5; RTF Ca sens inh: 9

What do the screens show for `CCOC(=O)N1CCN(c2c(NCCCN3CCCC(C)C3)c(=O)c2=O)CC1` (configuration not stated)?
C-LANA FP: -2.3; Keap1-Nrf2 PPI: -2; CAL PDZ FP-2: -4.9; Pemphigus Ab inh: 103; DAGLB inh: -1; V-ATPase pH: 1; Arrestin-AP2 inh: 4; RTF Ca sens inh: -2

What do the screens show for `NCCS(=O)(=O)O`?
CAL PDZ FP-1: -7; C-LANA FP: -1.0; Keap1-Nrf2 PPI: -11; CAL PDZ FP-2: -1.2; Pemphigus Ab inh: 107; DAGLB inh: 2; V-ATPase pH: 1; Arrestin-AP2 inh: 4; RTF Ca sens inh: -6

How did CCOc1ccc(NC2CCCCC2NS(=O)(=O)c2ccccc2)cc1 (configuration not stated) do in these assays?
CAL PDZ FP-1: -2; C-LANA FP: -2.0; Keap1-Nrf2 PPI: -2; CAL PDZ FP-2: -2.1; Pemphigus Ab inh: 100; DAGLB inh: -4; NSD2 HMT inh: 26; V-ATPase pH: -3; Arrestin-AP2 inh: 13; RTF Ca sens inh: -2
